Screening results deposited in PubChem BioAssay by several laboratories.
HTRA1 inhibitor – blocks human HTRA1 serine peptidase; inhibition, % at 5.96 µM; hit rate 0.5% among 340,000; AID 504803; Q92743; recombinant HTRA1, FP-rhodamine activity-based probe, fluorescence polarization; in the data active = inhibition above about 36%;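 note: 0% = enzyme with DMSO and 100% = wells lacking enzyme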
Target sequence (Q92743 whole entry, looked up): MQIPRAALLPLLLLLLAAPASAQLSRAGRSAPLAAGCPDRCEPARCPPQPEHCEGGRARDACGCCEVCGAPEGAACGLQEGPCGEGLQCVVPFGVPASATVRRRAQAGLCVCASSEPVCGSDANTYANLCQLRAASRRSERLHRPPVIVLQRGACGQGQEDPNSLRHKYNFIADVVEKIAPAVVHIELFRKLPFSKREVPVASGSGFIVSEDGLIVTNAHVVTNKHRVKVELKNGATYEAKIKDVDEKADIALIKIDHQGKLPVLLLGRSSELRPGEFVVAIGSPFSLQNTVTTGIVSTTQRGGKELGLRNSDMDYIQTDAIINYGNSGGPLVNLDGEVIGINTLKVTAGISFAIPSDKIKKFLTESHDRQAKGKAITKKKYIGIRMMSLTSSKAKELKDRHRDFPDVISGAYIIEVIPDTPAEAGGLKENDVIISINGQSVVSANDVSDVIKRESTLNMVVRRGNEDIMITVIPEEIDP
PRMT1 inh – PRMT1 (human) inhibition, primary screen; recombinant PRMT1, activity-based probe fluorescence polarization; inhibition, % at 2.79 µM; hit rate 1.3% among 370,000; AID 652257; Q99873;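 active = inhibition above about 21% made by adding two undisclosed values, limit read from the data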
PG9 binder – small molecules binding HIV-1 gp120 antibody PG9; TR-FRET gp120-PG9 antibody binding; inhibition, % at 6.7 µM; hit rate 0.43% among 360,000; in the data active = inhibition above about 8.5%
LEDGF integ inh – blocks HIV-1 LEDGF/p75-dependent DNA integration; TR-FRET IN-LEDGF/p75 DNA integration, Eu/Cy5; inhibition, % at 3.7 µM; hit rate 0.64% among 370,000; AID 743269;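 active = inhibition above the screen-wide mean plus 3 SD, cut at about 13% in these data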;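 note: signal is the Cy5 over europium emission ratio at 671 and 618 nm; 0% = plate median of compound wells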
TDP2 absorb – TDP2 (human) inhibition, absorbance primary screen; AID 720702; hit rate 0.34% among 370,000; O95551; recombinant TDP2, T5PNP hydrolysis, p-nitrophenol absorbance 415 nm; inhibition, % at 12.8 µM;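 active = inhibition above the mean of all tested compounds plus 3 SD, set per campaign, cut at about 25% in these data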;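 note: 0% = DMSO with enzyme and 100% = buffer with substrate but no TDP2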
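System: recombinant human TDP2 / Amount: 120 nM TDP2 per well / Also added: 5 mM T5PNP chromogenic substrate / Doses: 12.8 µM single point, 1% DMSO / Incubation: 2 h at 37 °C / Detection: p-Nitrophenol epi absorbance / Evaluation: % inhibition relative to enzyme-containing and enzyme-free wells / Repeats: singlicate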
mABHD4 FP – inhibits mouse alpha/beta hydrolase domain 4; Q8VD66; purified mABHD4, FP-Rh probe fluorescence polarization; inhibition, % at 8.92 µM; hit rate 0.54% among 370,000; AID 720543;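 active = inhibition exceeding the mean over every tested compound plus 3 SD, cut at about 30% in these data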;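 note: 0% = plate median of compound wells and 100% = S159A mutant with DMSO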
Target sequence (Q8VD66 whole entry, looked up, the tested form may be a part): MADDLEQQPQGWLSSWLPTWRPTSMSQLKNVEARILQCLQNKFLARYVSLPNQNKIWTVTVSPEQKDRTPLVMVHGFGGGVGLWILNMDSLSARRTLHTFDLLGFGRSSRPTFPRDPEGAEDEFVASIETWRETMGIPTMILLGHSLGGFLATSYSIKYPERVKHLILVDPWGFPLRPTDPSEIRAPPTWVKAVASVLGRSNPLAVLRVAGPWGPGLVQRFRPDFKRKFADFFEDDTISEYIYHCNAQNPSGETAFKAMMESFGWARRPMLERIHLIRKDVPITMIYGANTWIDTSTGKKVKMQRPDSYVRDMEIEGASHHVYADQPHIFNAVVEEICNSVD
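Assay system: mABHD4 protein; medium: HEPES pH 7.0, NaCl, Pluronic buffer; dosing: 8.92 µM, single dose; schedule: 45 min + 60 min at 25 °C; signal: FP readout, ex 525 nm / em 598 nm; read-out: normalized percent inhibition of probe labeling; repeats: single replicate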
rCAG RNA binder – binds r(CAG) RNA repeats | r(CAG) RNA repeat, TO-PRO-1 dye displacement fluorescence | hit rate 1.3% among 370,000 | inhibition, % at 3 µM | AID 651821;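 active = inhibition above the plate cutoff, the mean of all test compounds on that plate plus 3 SD, cut at about 35% in these data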;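 note: 0% = DMSO alone and 100% = 100 µM mitoxantrone as full dye displacement; higher means more dye released from RNA so lower well fluorescence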
TCR CD3 inh – human TCR-CD3 binding inhibition; hit rate 0.37% among 360,000; inhibition, % at 9.4 µM; TAMRA-labeled TCR probe fluorescence, biochemical; in the data active = inhibition above about 19%;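 note: recombinant mutant TCR 2C K166C tagged with TAMRA read by polarization; 0% = receptor in buffer alone and 100% = receptor with positive control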
SIAE inh – human SIAE inhibition, primary screen | Q9HAT2 | SIAE FP-Rh probe binding, fluorescence polarization | inhibition, % at 9.66 µM | hit rate 0.69% among 370,000;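 active = inhibition above a cutoff: mean of compounds within the control limits plus 3 SD of those, cut at about 17% in these data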;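 note: 0% = plate median of compound wells and 100% = probe without SIAE protein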
Rev-erbA mod – modulates human Rev-erb alpha binding to DNA | P20393 | Rev-erbα–FITC-DNA binding, fluorescence polarization, 90 min | activity, % at 10 µM | hit rate 0.79% among 370,000;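 active = activity above about 14%, limit read from the data; passing the limit was not always enough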;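 note: 0% = DMSO wells with 35 nM protein and 100% = DMSO wells with 750 nM protein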
The depositor's hits bear a star; x = not tested or not shown. The list is partial (hit frequency here may not be typical).

SMILES	HTRA1 inhibitor	PRMT1 inh	PG9 binder	LEDGF integ inh	TDP2 absorb	mABHD4 FP	rCAG RNA binder	TCR CD3 inh	SIAE inh	Rev-erbA mod
Cc1ccc(S(=O)(=O)NCCc2ccccc2)cc1	-5	0	1.2	-2	4	-3	-4	0	2	1
COc1cccc(C(=O)N[C@H](C(=O)N2CCC[C@H]2C(=O)NCCc2ccccc2Cl)c2ccccc2)c1	x	-2	2.0	-1	9	-8	0	6	2	3
Clc1ccc(Cl)c(OCc2cc(-c3ccccc3Cl)on2)c1	-4	-1	-0.3	5	3	-11	2	-2	5	-5
CCN(CC)S(=O)(=O)c1cccc(-c2n[nH]c(=S)n2C)c1	9	3	0.1	-1	3	8	0	-2	1	4
Cc1c(CC(=O)NCCCO)c(=O)oc2cc3c(cc12)CCC(C)(C)O3	2	-2	-1.7	8	-9	-11	-4	-7	7	2
CCOc1ccc(S(=O)(=O)NCCC(=O)NCCCSc2ccccc2)cc1	-12	0	-0.6	2	-3	-2	-8	43*	1	3
CCOC(=O)N1CCN(C(=O)CNC(=O)c2ccc(Br)cc2)CC1	1	2	0.2	0	1	-3	-5	2	0	-4
CNC(=O)c1cccc(NC(=O)C(C)c2ccc3cc(OC)ccc3c2)c1 (stereo not given)	-20	-3	-1.2	0	12	-23	3	3	-21	7
C[C@H]1COC(=O)[C@H](Cc2ccc(F)cc2)C/C=C\C[C@H](CC(=O)NCCO)C(=O)N1	4	-2	-2.2	1	-5	-5	-4	-3	-1	1
Cc1ccc(N/C(CSC(N)=O)=N/S(=O)(=O)c2ccccc2)cc1	-6	1	1.9	3	8	4	2	7	1	-1
CCOC(=O)c1c(C)[nH]c(C(=O)CN2CCOCC2)c1C	8	0	2.5	-5	10	-3	2	-5	-2	-6
COc1ccc2oc(N)c(C=O)c(=O)c2c1	9	2	2.0	-1	6	-1	-2	-3	-2	-3
CCNC(=O)N1CCN(c2ccc(N3CCN(Cc4ccccc4)[C@@H](C)C3)c(C)c2)[C@H](C)C1	x	0	-1.0	-1	0	4	0	9	2	-4
Cc1nn(CCC(=O)NCc2ccc(OC(C)C)cc2)c(=O)c2nn(-c3ccccc3)c(C)c12	1	3	1.5	-1	-16	2	-5	-5	9	2
O=C(Nc1ncn[nH]1)c1cc(S(=O)(=O)Nc2cccc(C(F)(F)F)c2)ccc1Cl	3	0	-0.4	-1	8	-5	11	0	-2	-2
Cc1ccccc1NC(c1cccc(Cl)c1)c1nnnn1C1CCCCC1 (stereo not given)	2	-3	0.8	1	-4	0	-1	5	-5	-2
COc1ccc(-c2[nH]c(-c3ccc(C)cc3)nc2SCC(=O)NC2CCCC2)cc1	-7	9	-0.4	3	-11	-3	8	-3	13	-6
CNC(=S)N1CCc2cc(OC)c(OC)cc2C1COc1ccc(OC)cc1 (stereo not given)	-6	2	2.6	-2	8	2	0	8	-4	-3
CSCCC(NC(=O)c1ccccc1Br)C(=O)NNC(=O)c1cc(C)oc1C (stereo not given)	-6	-3	-2.1	2	1	6	1	5	5	-4
CS(=O)(=O)N1CCC(C(=O)Nc2cccc([N+](=O)[O-])c2)CC1	3	-4	-3.2	-3	-4	1	-1	4	-2	1
CCC(c1nnc(SCC(=O)Nc2cccnc2Cl)n1-c1ccccc1)N(C)C (stereo not given)	4	0	-1.4	-2	4	4	-5	2	5	6
CCN(CC)C(=O)CSc1nnc(CNc2ccc(F)cc2)o1	5	-2	-2.2	3	7	-8	-2	-3	-4	6
CNC(=O)CSc1nnc(-c2ccccc2)n1C	5	1	-0.4	1	1	-3	1	7	1	-3
CCCC(=O)N/C(N)=N/c1nc(C)c2ccccc2n1	-3	4	0.9	-3	-12	-1	12	-2	-2	-5
N#C/C=C(/N)c1ccc(Br)cc1	-21	2	1.3	3	8	-77	18	1	3	0

New compounds follow.
SMILES	HTRA1 inhibitor	PRMT1 inh	PG9 binder	LEDGF integ inh	TDP2 absorb	mABHD4 FP	rCAG RNA binder	TCR CD3 inh	SIAE inh	Rev-erbA mod
COCc1cc(C)nc2sc(C(=O)NN)c(-n3cccc3)c12	2	1	-1.6	-3	6	1	-2	5	-4	1
NC(=S)NNc1c(F)c(F)c(F)c(F)c1F	-3	13	0.6	-5	14	12	3	-1	5	-2
CCOc1ccc(CC(=O)N2N=C(C)CC2(O)C(F)(F)F)cc1 (stereo not given)	2	-1	-1.7	-2	-1	8	-4	6	3	-1
O=C(N/N=C/c1cccc(O)c1)c1cc(-c2ccccc2)nc2ccccc12	-55	-1	-0.3	4	-17	-56	13	-2	-34	5
Cc1cnc(NC(=O)C2CCCC2)s1	3	1	-0.9	0	-5	6	3	5	2	-5
COc1ccc([C@@H]2OC2(C(N)=O)C(N)=O)cc1	-1	0	-1.8	-1	1	5	0	5	4	3
CC(C)Oc1ccc(C(=O)Nc2cccc3cccnc23)cc1	-6	-2	-0.4	2	1	-8	1	1	-2	4
COC(=O)[C@]12C[C@H](CC(=O)NCC3CCCCC3)C(=O)N(Cc3ccco3)C1=C[C@H](C(C)(C)C)O[C@@H]2C	x	1	x	-1	-4	11	-1	x	1	-3
Cc1cc(C)c(C)c(OCCN2CC(C)OC(C)C2)c1 (stereo not given)	-6	-1	0.8	4	2	13	-9	5	2	-2
CC(=O)NNC(=O)CCn1nnc(-c2ccc(Cl)cc2)n1	-3	-3	0.9	-3	3	-2	1	-2	21*	1
O=C1CC(C(=O)Nc2cc(Cl)ccc2Cl)n2ncnc2N1 (stereo not given)	-2	10	-0.3	-5	-11	9	3	0	-2	-6
CC1(c2ccc3c(c2)OCO3)NC(=O)N(CC(=O)Nc2ccc(N3CCOCC3)cc2)C1=O (stereo not given)	5	-2	-0.1	-3	-2	1	1	-5	9	1
COc1cc2c(cc1OC)CN(C(=S)Nc1ccc(Cl)cc1)CC2	4	2	0.2	-2	-2	-6	3	-4	-3	-1
COc1cc(CN(CCN(C)C)Cc2ccccc2)ccc1OCc1ccccc1	-2	3	-1.4	1	7	22	-4	1	1	-2
CC(C)NC(=O)C(=O)NNC(=O)CCc1ccccc1	-1	2	-1.5	-1	13	0	-1	6	3	-8
CCC(O)CNC(=O)NC(=C(Cl)Cl)c1ccc(C)c(F)c1 (stereo not given)	1	-1	-3.3	0	7	8	-1	-1	0	-7
C[C@H]1CN([C@@H](C)CO)C(=O)c2cccc(NS(=O)(=O)c3cn(C)cn3)c2O[C@H]1CN(C)S(C)(=O)=O	-1	3	3.2	1	-7	-9	4	-13	0	5
NC(=O)c1ccccc1NS(=O)(=O)c1ccccc1	3	0	-1.5	2	2	-1	1	0	3	0
Cc1ccc(S(=O)(=O)NCC2CCC(C(=O)NCCCN3CCOCC3)CC2)cc1 (stereo not given)	-2	1	1.2	-1	6	-6	-4	1	2	-3
O=C(NCCN1CCOCC1)c1cc(-c2cccc(O)c2)on1	10	-2	-0.9	-1	2	-1	-1	8	9	-2
COCCCn1c(SCC(=O)N2CCCCC2C)nnc1-c1ccco1 (stereo not given)	0	-1	1.1	0	7	1	1	2	3	4
CCOC(=O)N1CCN(C(=S)Nc2cc(S(=O)(=O)N3CCOCC3)ccc2Cl)CC1	4	-1	-1.4	0	12	2	1	7	1	1
COc1ccc(-c2csc(NC(=O)c3ccc(S(=O)(=O)N4CCc5ccccc5C4)cc3)n2)c(OC)c1	-18	1	1.4	2	1	-16	13	-5	-19	6
CN(CC(=O)Nc1ccc(Cl)c(C(F)(F)F)c1)C(=O)C1CSC2(C)CCC(=O)N12 (stereo not given)	-3	-1	0.1	-3	4	2	-12	-7	1	4
O=C(O)CNC(=O)C1(NC(=O)OCc2ccccc2)CCCC1	0	-1	-3.5	1	-24	1	0	-2	-8	-4

Continuation.
SMILES	HTRA1 inhibitor	PRMT1 inh	PG9 binder	LEDGF integ inh	TDP2 absorb	mABHD4 FP	rCAG RNA binder	TCR CD3 inh	SIAE inh	Rev-erbA mod
Cc1ccc(S(=O)(=O)N2CCOCC2)cc1NC(=O)CNCc1ccccc1Cl	-3	3	0.5	1	-5	14	-2	-4	3	0
Cc1nn(-c2ncc(C(F)(F)F)cc2Cl)c(=O)n1-c1c(F)cccc1F	3	2	-2.0	-1	-3	12	-4	-3	-3	0
COc1cc(C(=O)Nc2ccc(NC(=O)c3ccccc3)nc2)cc(OC)c1OC	-7	-2	-0.3	-4	-1	-6	0	9	-13	-8
Cc1ccc(OCC(=O)Nc2cc(C)on2)c([N+](=O)[O-])n1	7	0	1.3	-2	9	-1	-2	0	4	-1
CCN(CC)S(=O)(=O)c1ccc(N2CCOCC2)c(NC(=O)c2cccc(C#N)c2)c1	2	-1	-0.7	1	8	9	-1	2	7	-3
COc1ccc(-c2cn(CCC(=O)O)c(C)n2)cc1	0	-1	-2.5	-3	-9	0	-3	1	0	2
OC(c1cc(F)cc(Cl)c1)c1ncc(-c2cccc(C(F)(F)F)c2)[nH]1 (stereo not given)	x	1	0.6	-3	5	-22	-1	-5	-8	-3
CC(=O)Nc1c(O)nc(SCC(=O)Nc2ccc(C(C)=O)cc2)[nH]c1=O	-1	59*	2.0	2	9	-3	2	11	-1	-3
O=C(COc1ccc(Cl)cc1)NNC(=O)C(=O)N1CCCCC1	-2	5	2.4	4	-1	-9	2	-1	5	2
CCOc1ccc(C2C(C(=O)c3cccs3)=C(O)C(=O)N2Cc2cccnc2)cc1 (stereo not given)	9	-2	4.9	-1	7	0	2	0	-7	1
CN(C)CCCNc1nc2cc(-c3ccc4c(ccn4C)c3)sc2c(=O)n1C	x	-3	-2.0	-5	3	-1	16	-6	-64	-7
O=c1c2c(nc3n1CCCCC3)-c1ccccc1CC21CCCCC1	6	-2	-2.5	-4	0	1	-4	-2	-8	7
CCc1cc2c(=O)n(-c3ccccc3)c(SCC(=O)O)nc2s1	-2	3	-1.8	2	0	-9	1	-3	-7	2
COc1ccccc1NCC(=O)N/N=C/c1cccnc1	7	0	0.3	6	-6	-5	15	-3	5	-3
NC(=O)CSc1nc2cc3c(cc2c(=O)n1CCCC(=O)NCc1ccc2c(c1)OCO2)OCO3	1	4	-2.3	2	8	-3	1	5	3	7
COc1cccc(NC(=O)CN(C)C(=O)c2cc(S(=O)(=O)NCc3ccccc3)ccc2C)c1	-4	-2	-1.8	1	10	-4	1	-3	2	2
CC(=O)Nc1ccc(NC(=O)COc2ncnc3ccccc23)cc1	7	0	-1.5	-1	8	3	0	0	-4	-5
Cn1c2c(c(=O)n(C)c1=O)[C@@H]1c3c(ccc4ccccc34)OC[C@@H]1CO2	-5	-1	2.0	0	3	6	1	4	-6	-3
Cc1ccc(C(=O)N/N=C/c2ccc(OC(=O)c3ccccc3Cl)cc2)cn1	-3	-10	-1.6	2	-11	-5	-1	4	-47	0

In a second layout: entries from further up.
> CCc1cc2c(=O)n(-c3ccccc3)c(SCC(=O)O)nc2s1
  HTRA1 inhibitor = -2	PRMT1 inh = 3	PG9 binder = -1.8	LEDGF integ inh = 2	TDP2 absorb = 0	mABHD4 FP = -9	rCAG RNA binder = 1	TCR CD3 inh = -3	SIAE inh = -7	Rev-erbA mod = 2

> COc1ccccc1NCC(=O)N/N=C/c1cccnc1
  HTRA1 inhibitor = 7	PRMT1 inh = 0	PG9 binder = 0.3	LEDGF integ inh = 6	TDP2 absorb = -6	mABHD4 FP = -5	rCAG RNA binder = 15	TCR CD3 inh = -3	SIAE inh = 5	Rev-erbA mod = -3
